# mcGAS inh: mouse cGAS inhibition by luminescence. Q8C6L5. recombinant cGAS, Kinase-Glo ATP depletion luminescence. inhibition, % at 12.5 µM. 160,000 tested, 0.15% active. AID 1259399;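 also: 0% = negative control wells and 100% = reference inhibitor with no enzyme activity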
# hcGAS lum: blocks human cGAS activity | Q8N884 | recombinant h-cGAS, ATP depletion, Kinase-Glo luminescence | inhibition, % at 12.5 µM | 290,000 tested, 0.081% active;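 also: 0% = vehicle reaction and 100% = reaction without DNA for no activity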
# Target sequence (Q8N884 whole entry, looked up): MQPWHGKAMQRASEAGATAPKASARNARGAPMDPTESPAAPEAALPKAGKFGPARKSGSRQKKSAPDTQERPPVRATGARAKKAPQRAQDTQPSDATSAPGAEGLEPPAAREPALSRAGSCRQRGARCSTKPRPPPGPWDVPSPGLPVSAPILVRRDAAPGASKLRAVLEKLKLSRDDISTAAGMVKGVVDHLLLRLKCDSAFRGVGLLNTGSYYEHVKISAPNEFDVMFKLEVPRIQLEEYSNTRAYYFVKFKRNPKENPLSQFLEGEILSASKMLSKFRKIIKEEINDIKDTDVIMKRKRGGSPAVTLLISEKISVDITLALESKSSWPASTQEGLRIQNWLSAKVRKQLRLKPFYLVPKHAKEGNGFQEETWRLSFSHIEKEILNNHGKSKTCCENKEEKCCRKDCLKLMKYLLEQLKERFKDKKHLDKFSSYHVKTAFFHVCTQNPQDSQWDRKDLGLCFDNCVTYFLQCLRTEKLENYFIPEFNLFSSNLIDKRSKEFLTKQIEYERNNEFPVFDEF
# NPYLR7 agonist: activates Aedes aegypti NPYLR7 receptor; HEK293T NPYLR7/Galpha15, GCaMP6s calcium fluorescence; activation, % at 10 µM; 270,000 tested, 0.15% active; in the data active = activation above about 40%;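 also: 0% = vehicle and 100% = reference agonist at the receptor; some compounds past the cut are filed as inactive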
# * = called active by the depositor; nt = not tested or not shown; & = joins results of further samples. Rule as the data show it, unless noted: active = inhibition above about 40%; inactive = the rest. No enrichment for hits (roughly 0.29% active in at least one column).
SMILES,mcGAS inh,hcGAS lum,NPYLR7 agonist
Cc1ccc(C#N)c(SCC(=O)c2cccc(Cl)c2)n1,-4,-6,6
COCc1nc(CNC2CSCCSC2)no1,nt,-5,16
COCCCNCC(=O)N1CCc2sccc2C1COc1ccc(C(C)C)cc1 (stereo not given),nt,2,26
O=C(NCC1CN(c2ccccc2)C(=O)O1)c1ccccc1 (stereo not given),nt,-2,0
CS(=O)(=O)N1CCN(Cc2cc3n(n2)CCNC3)CC1,nt,-4,3
CCOc1ccc(C(C2Sc3nc(C)nn3C2=O)N2CCN(c3ccccc3F)CC2)cc1OC (stereo not given),-5,-2,0
CCc1nc2cc(NC(C)=O)cc(C(=O)N3CCCC(COC)C3)c2n1Cc1cccnc1 (stereo not given),-7,-2,5
O=C(NC1CCCCCCC1)C1CCCCN1C(=O)c1ccco1 (stereo not given),nt,-5,-5
CCOCCn1ccc2c(NC(=O)c3cc(C(F)(F)F)cc(C(F)(F)F)c3)c(OC(=O)N(CC)CC)ccc21,0,-3,4
C=C(C)Cn1c(C(=O)N2CCN(C(C)=O)CC2)cc2sc(C)cc21,nt,1,2
CN(C)C1CCCN(C(=O)CCc2nc3cccnc3n2C)CC1 (stereo not given),nt,1,8
CSc1ccc(CN2CCC2(C)C(=O)Nc2cccc(Br)c2C)cc1 (stereo not given),nt,-9,3
Cc1cc(CN(C)c2ncnc3ccsc23)no1,nt,0,14
Cc1c(C(=O)Nc2ccc(N(C)C)nc2)sc2cccc(F)c12,nt,-13,6
O=C(NC1CCN(c2ncccn2)CC1)C1CC2CCC1C2 (stereo not given),nt,-7,0
COc1nn(C)cc1C(=O)O,nt,-1,-4
CCC(C)Cc1c(C)sc2nc(C3CC3)[nH]c(=O)c12 (stereo not given),nt,-1,-2
NC(c1ccccc1)c1nn[nH]n1 (stereo not given),nt,-1,-1
COc1cccc(OC)c1-c1ccc(-n2cncc2C(=O)NCc2ccc(Cl)cc2)cc1,-5,-1,10
O=C(OC1CCOC1)C1(c2ccc(Cl)cc2)CC1 (stereo not given),nt,-12,8
CCOc1ccc(-c2csc3c(=O)[nH]c(N4CCN(C5CCCCC5)CC4)nc23)cc1OCC,nt,3,-3
Cc1cccc(C)c1NC(=O)CN1C(=O)NC2(CCSc3ccc(F)cc32)C1=O (stereo not given),nt,-7,6
Cc1ccc(S(=O)(=O)NCC(C)c2ccccc2)cc1C (stereo not given),nt,-7,2
CCc1cccc2c(C(CC(=O)NCCCOC)c3ccc(OC)cc3)c[nH]c12 (stereo not given),-4,-2,5
Cc1ncsc1CCC(=O)N1CCCC(C(=O)c2ccc3ccccc3c2)C1 (stereo not given),-3,-6,2

# (more compounds)
SMILES,mcGAS inh,hcGAS lum,NPYLR7 agonist
CC(c1ccc(F)c(Cl)c1)N1CCN(S(N)(=O)=O)CC1 (stereo not given),nt,-8,4
CN(CCC1(O)CCCC1)CC1CN(Cc2ccccc2)CCCO1 (stereo not given),1,5,nt
Cc1cc(NC(=O)c2ccccc2)n(-c2nc(C)c(C)c(=O)[nH]2)n1,-8,-8,6
Cc1oc2ccc(O)c(CN3CCN(C)CC3)c2c1C(=O)NC1CCCC1,-6,-4,-1
CCOc1ccc(NC(=O)CSc2nnc(NC(=O)c3cc([N+](=O)[O-])ccc3Cl)s2)cc1,1,2,3
Cc1ccc(CSc2ccc3nnc(CCNS(=O)(=O)c4ccc(C)cc4)n3n2)cc1,-7,-4,5
C=CCC1(CC=C)CCCN1C(=O)CC(=O)Nc1ccc(C)cc1C,-11,-6,21
COC(=O)c1ccc(N=C2SC(C(=O)Nc3ccc(C)c(Cl)c3)CC(=O)N2C)cc1 (stereo not given),nt,-2,0
CCCC(O)CN(Cc1ccccc1)Cc1nc2scc(-c3ccc(C)c(C)c3)c2c(=O)[nH]1 (stereo not given),-3,-6,-7
CCOc1cccc(N2CCN(C(=O)c3ccccc3Cl)C(C)C2=O)c1 (stereo not given),-4,-3,6
N#CC1(NC(=O)c2ccc(-c3n[nH]c(C4CC4)n3)cc2)CCSC1 (stereo not given),nt,-9,1
O=C(CN1CCSC1=O)N1CCN(S(=O)(=O)c2cccc(F)c2)CC1,nt,-8,9
O=C(NCCn1ncc2c(N3CCCCCC3)ncnc21)c1cccc(C(F)(F)F)c1,-7,-10,1
CCOc1ccccc1NC(=O)N(CCCOC)CC(=O)Nc1cc(C(C)(C)C)nn1-c1ccc(C)cc1,-3,-4,13
CCn1nc(C)c(NC(=O)CN(C)CC2CC(=O)N(C3CCCC3)C2)c1C (stereo not given),-6,-11,nt
COc1ccc(N2C(=O)CSC2c2ccc(Br)cc2)cc1Cl (stereo not given),nt,-4,-3
COc1ccccc1-c1cc(C(=O)Nc2ccc(F)cc2)nc2cc(-c3ccccc3)nn12,-2,0,-5
CC1C(=O)N(c2ccccc2Cl)CCN1C(=O)CCc1ccccc1 (stereo not given),-5,-6,-10
CCOC(=O)c1cnc(-c2ccccc2)nc1N(CC)Cc1ccccc1,-7,-5,-5
NC(=O)c1ccc(Cl)c(NS(=O)(=O)c2cccc(OC(F)(F)F)c2)c1,nt,-10,2
COc1cccc(-c2nc(-c3ccc(NC(=O)c4ccc(Br)o4)cc3)no2)c1,nt,-4,-3
CS(=O)(=O)N1CCC(Oc2ccc(C(=O)N3CCN(CCO)CC3)cc2Cl)CC1,nt,-5,5
Cc1c(C(=O)N2CCN(c3ccccc3)CC2)sc2nc(CN3CCCCC3)[nH]c(=O)c12,nt,-4,8
CC(=O)N1CCN(CC(=O)Nc2nc(-c3ccccc3)c(C(C)C)s2)CC1,-17,-17,-1
Cc1ccc(-n2cccn2)c(CN2CCCC(C(=O)c3ccc4c(c3)OCO4)C2)c1 (stereo not given),-1,-1,-3

# More entries:
SMILES,mcGAS inh,hcGAS lum,NPYLR7 agonist
COc1ccc(C)cc1NC(=O)CN1CCCC1CN(C)c1ccccc1 (stereo not given),nt,-12,4
OC(COc1ccc(Cl)cc1)CN(Cc1ccsc1)Cc1ccco1 (stereo not given),-3,-2,1
COCC(=O)N1CCN(C(C(=O)NC2CCCc3ccccc32)C2CCCC2)CC1 (stereo not given),-4,-4,14
Cc1ccc2[nH]cc(-c3cccc(OCC(N)=O)c3)c2c1,-17,-1,0
CC(C)=CC(=O)N1CCC(n2c(=O)oc3cccc(C)c32)CC1,-6,-6,6
COc1cccc(CNC(=O)CCC2CCCN(C(=O)c3sc(C)nc3C)C2)c1 (stereo not given),nt,-1&-12,4&6
COc1cccc(N2CCN(S(=O)(=O)c3ccc(Cl)cc3)C(C)C2=O)c1 (stereo not given),-3,-6,12
C=CCCS(=O)(=O)N(C)Cc1cccc(Cl)c1,nt,2,-9
CC(=O)N1CCC[C@H]1C(=O)NCCc1ccc(F)cc1,-6,-9,10
CCCCSc1nc2c(c(=O)n1-c1ccc(OCC)cc1)SCC2,nt,-4,11
CC1=C(C(=O)OCCCc2ccccc2)C(c2cccs2)NC(=O)N1C (stereo not given),0,-1,7
COC(=O)c1ccc(CNC(C)c2cnn(-c3ccc(OC)cc3)c2C)cc1 (stereo not given),-11,-9,14
CN(Cc1nc2cc(Cl)ccc2c(=O)[nH]1)C1CCCc2ccccc21 (stereo not given),-8,-11,2
COc1cccc(C(=O)N2C(C(=O)NCc3cccnc3)COC23CCCCC3)c1 (stereo not given),-7,-5,0
COCCN(Cc1nccn1Cc1ccc(C(F)(F)F)cc1)C(=O)c1ccco1,-6,-4,18
CCOC(=O)C(CNC(=O)c1c(CC)noc1C)Cc1ccccc1 (stereo not given),nt,1,2
CC(=O)N1N=C(c2cccs2)OC1C(=O)Nc1cccc(C(N)=O)c1 (stereo not given),nt,0,-1
Cc1ccc(/C=N\NC(=O)CSc2nc3ccccc3n2Cc2ccccc2)o1,-5,-2,-2
CC(C)c1ccccc1OCC(=O)Nc1ccc(C(=O)NC2CC2)cc1,nt,-5,1
Cc1ccc(C23CC4CC(CC(CN5CCCCC5)(C4)C2)C3)cc1,0,0,nt
NC(=O)C1Cc2ccccc2CN1C(=O)/C=C/c1csc2ccccc12 (stereo not given),-16,-8,2
CCCCCNC(=O)c1cccnc1Nc1cc(Cl)ccc1C,-2,-5,-18
Cc1ccc2c(c1)c(C1CCN(C(=O)c3cc4ccccc4s3)CC1)cn2C,-5,-4,14
COc1cc(SC)ccc1C(=O)NCCCC12CC3CC(CC(C3)C1)C2,-5,-9,1
O=C(CC1CSc2nccc(=O)n21)NC(c1ccccc1)c1ccccc1 (stereo not given),nt,-4,-2

# Part of the list above with just mcGAS inh and NPYLR7 agonist.
SMILES	mcGAS inh	NPYLR7 agonist
COc1ccc(C)cc1NC(=O)CN1CCCC1CN(C)c1ccccc1 (stereo not given)	nt	4
OC(COc1ccc(Cl)cc1)CN(Cc1ccsc1)Cc1ccco1 (stereo not given)	-3	1
COCC(=O)N1CCN(C(C(=O)NC2CCCc3ccccc32)C2CCCC2)CC1 (stereo not given)	-4	14
Cc1ccc2[nH]cc(-c3cccc(OCC(N)=O)c3)c2c1	-17	0

# Next section.
SMILES,mcGAS inh,hcGAS lum,NPYLR7 agonist
Cc1ccccc1CN1CCN(C(=O)c2cn(C)cc3c(=O)n(-c4ccccc4)nc2-3)CC1,-4,-3,-4
O=C(NCc1cccc2ccccc12)NCC1CN(c2ccccc2)C(=O)O1 (stereo not given),nt,-6,12
c1ccc(OCc2noc(-c3ccc(N4CCCCO4)nc3)n2)cc1,nt,-6,24
Cc1ccc2c(Cl)cc(Cl)c(O)c2n1,8,-2&-2,10&15
COC(=O)[C@@H]1C[C@@H](NC(=O)c2cn[nH]c2-c2cccc(OC)c2)CN1C,-15,-2,10
CCN1CC(=O)N(CC)C1=S,nt,-6,5
N#Cc1ccc(N2CCC(C(=O)Nc3ccc(N4CCOCC4)cc3)CC2)nc1,-7,-3,-2
CC(C)C(c1ccccc1Cl)N(C)C(=O)c1cc(C(N)=O)c[nH]1 (stereo not given),nt,-11,10
CCc1ccc(CN(C)CC(=O)Nc2cc(S(C)(=O)=O)ccc2F)cc1,nt,-4,29
O=C1c2ccccc2C(=O)N1CCCCN(C(=O)C12CC3CC(CC(C3)C1)C2)c1ccc(Cl)cc1,nt,2,3
Cc1cc(C)cc(CC(=O)N2CCC2(C)C(=O)NS(=O)(=O)c2ccc(Br)cc2)c1 (stereo not given),nt,-11,2
CCOc1ccc(N2C(=O)CSC2c2ccccc2NC(=O)Cc2cccs2)cc1 (stereo not given),-5,-9,21
COc1cc(OC)c(-c2c(-c3ccccc3)ncn2CC2CNCCO2)cc1OC (stereo not given),-12,1,7
CC1(C)CCc2c(ccc3c2OC(C)(C)CC3)O1,nt,0,4
CC(C)(C)c1cc2n(n1)CC(=O)N2,nt,3,-1
O=C(c1cccc(Br)c1)N(CC(=O)N1c2ccccc2-n2cccc2C1c1ccc(Cl)cc1)C1CC1 (stereo not given),-4,-9,nt
N=c1oc2ccccc2cc1C(=O)Nc1cccc(F)c1,-4,-5,-6
Cc1cccnc1CC(C)NC(=O)c1ccc(NC(=O)c2ccoc2C)cc1 (stereo not given),nt,-7,6
CN(Cc1ccccc1)Cn1nc(Nc2ccccc2F)sc1=S,nt,-3,8
COCC(=O)N1CCC2(CC1)CN(CCOCc1ccccc1)CCN2C,-12,-6,-6
O=C(NCC1CC1)N1Cc2ccccc2C(c2ccccc2)C1 (stereo not given),nt,-12,2
O=C1OCCC1Sc1nnc(-c2c[nH]c3ccccc23)o1 (stereo not given),nt,3,0
OCCCc1nc2ccccc2n1CC1CCCCC1,nt,-6,-2
CCOCCCN(CC(=O)N1CCc2sccc2C1c1ccc(Cl)cc1Cl)C(=O)COCc1ccccc1 (stereo not given),1,0,-14
CCc1nsc(N2CCCN(C(=O)NCC3CC3)CC2)n1,nt,-8,-15

# In the list so far, these contain an NH in an aromatic ring:
SMILES,mcGAS inh,hcGAS lum,NPYLR7 agonist
CCC(C)Cc1c(C)sc2nc(C3CC3)[nH]c(=O)c12 (stereo not given),nt,-1,-2
NC(c1ccccc1)c1nn[nH]n1 (stereo not given),nt,-1,-1
CCOc1ccc(-c2csc3c(=O)[nH]c(N4CCN(C5CCCCC5)CC4)nc23)cc1OCC,nt,3,-3
CCc1cccc2c(C(CC(=O)NCCCOC)c3ccc(OC)cc3)c[nH]c12 (stereo not given),-4,-2,5
Cc1cc(NC(=O)c2ccccc2)n(-c2nc(C)c(C)c(=O)[nH]2)n1,-8,-8,6
CCCC(O)CN(Cc1ccccc1)Cc1nc2scc(-c3ccc(C)c(C)c3)c2c(=O)[nH]1 (stereo not given),-3,-6,-7
N#CC1(NC(=O)c2ccc(-c3n[nH]c(C4CC4)n3)cc2)CCSC1 (stereo not given),nt,-9,1
Cc1c(C(=O)N2CCN(c3ccccc3)CC2)sc2nc(CN3CCCCC3)[nH]c(=O)c12,nt,-4,8
Cc1ccc2[nH]cc(-c3cccc(OCC(N)=O)c3)c2c1,-17,-1,0
CN(Cc1nc2cc(Cl)ccc2c(=O)[nH]1)C1CCCc2ccccc21 (stereo not given),-8,-11,2
COC(=O)[C@@H]1C[C@@H](NC(=O)c2cn[nH]c2-c2cccc(OC)c2)CN1C,-15,-2,10
CC(C)C(c1ccccc1Cl)N(C)C(=O)c1cc(C(N)=O)c[nH]1 (stereo not given),nt,-11,10
O=C1OCCC1Sc1nnc(-c2c[nH]c3ccccc23)o1 (stereo not given),nt,3,0

# Compound activity as filed in PubChem BioAssay.
